# Compound activity deposited in PubChem BioAssay by National Center for Advancing Translational Sciences (NCATS).
# AmpC inh no detg = AmpC beta-lactamase inhibition without detergent | AmpC nitrocefin hydrolysis, absorbance 480 nm, 0.0001% Triton | Potency, µM (doses to about 57.1 µM), inactives show at the highest dose activity change, negative = inhibition, actives largely listed as inhibitors | 330,000 compounds, 0.52% hits;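 note: potency is the fitted concentration of half-maximal effect; plate controls were no compound for no effect and no enzyme for full effect; nearly all actives have a fitted effect of over 20% in size; some results filed as inactive show a strong effect at the top dose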
# Target sequence (P00811 whole entry, looked up): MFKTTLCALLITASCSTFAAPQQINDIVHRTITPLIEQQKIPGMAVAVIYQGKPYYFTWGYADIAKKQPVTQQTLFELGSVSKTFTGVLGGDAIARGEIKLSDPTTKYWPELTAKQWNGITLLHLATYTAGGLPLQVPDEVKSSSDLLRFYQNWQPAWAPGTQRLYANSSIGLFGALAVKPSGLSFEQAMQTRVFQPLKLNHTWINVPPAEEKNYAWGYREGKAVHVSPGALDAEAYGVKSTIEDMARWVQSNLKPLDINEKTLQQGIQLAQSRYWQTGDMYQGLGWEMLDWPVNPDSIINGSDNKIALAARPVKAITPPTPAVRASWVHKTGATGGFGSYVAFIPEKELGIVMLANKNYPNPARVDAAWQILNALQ
#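 AmpC (5.3 nM in the dispensed reagent) in 20 mM phosphate pH 7.0 with 0.01% (detergent screen) or 0.0001% Triton X-100 was preincubated with compounds for 15 min at room temperature. Nitrocefin was then added from an 800 uM solution, and hydrolysis was followed at 480 nm.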
# HCMV inh = inhibitors of human cytomegalovirus | HFF cells, HCMV-luciferase reporter, 72 h; stronger effect = lower value | activity change, negative = inhibition, % at 57.5 µM | 410,000 compounds, 4.5% hits | AID 1259415; in the data active = activity change below about -60%; inconclusive = no clear call, values can overlap the other calls; inactive = above about -39%
#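 Human foreskin fibroblasts infected with luciferase-reporter HCMV at MOI 1 PFU/cell, compounds at two doses. Luciferase measured 72 h post infection; normalized to buffer-only basal and Salinomycin (10uM) controls.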
# HCV inhibitor = HCV inhibition; 340,000 compounds, 3.4% hits; Huh7.5.1 HCVcc-Cre infection, luciferase reporter, 44 h; Potency, µM (highest dose often 41.8 µM), inactives show at the top dose activity change, negative = inhibition, actives largely listed as inhibitors; AID 651820; note: potency is the fitted concentration of half-maximal effect
#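 Cells (1,000/well) were plated 4 h before compound, then infected with HCVcc-Cre virus (~0.5 moi). After 44 h further culture, infection was read as luciferase luminescence following a 15 min substrate incubation at room temperature.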
# AmpC detergent = inhibitors of E. coli AmpC beta-lactamase with detergent. 370,000 compounds, 0.041% hits. Potency, µM (series often up to 114 µM), for the others: at the top dose activity change, negative = inhibition, actives largely listed as inhibitors. AmpC hydrolysis of nitrocefin, absorbance 480 nm, 0.01% Triton;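 note: potency is the fitted concentration of half-maximal effect; 0% = no-compound wells and -100% = no-enzyme wells; nearly all actives have a fitted effect of over 25% in size; some results filed as inactive show a strong effect at the top dose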
#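 AmpC (5.3 nM in the dispensed reagent) in 20 mM phosphate pH 7.0 with 0.01% (detergent screen) or 0.0001% Triton X-100 was preincubated with compounds for 15 min at room temperature. Nitrocefin was then added from an 800 uM solution, and hydrolysis was followed at 480 nm.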
# Sm TGR inh = inhibitors of Schistosoma mansoni thioredoxin glutathione reductase; Q962Y6; purified TGR, DTNB reduction, TNB absorbance 405 nm; Potency, µM (doses to about 114 µM), without a hit: at the top dose activity change, negative = inhibition, actives largely listed as inhibitors; 360,000 compounds, 3% hits; note: potency is the fitted concentration of half-maximal effect; nearly all actives have a fitted effect of over 60% in size
#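 TGR 20 nM + NADPH 100 uM (dispensed conc.), cpd preinc 15 min RT; start with NADPH (500 uM addition) then DTNB (15 mM addition). Kinetic TNB absorbance, 405 nm filter. Four-parameter Hill fit across titration.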
# FBPA Giardia inh = blocks Giardia fructose-bisphosphate aldolase activity. Potency, µM (top dose mostly 59.6 µM), inactives show at the highest dose activity, negative = inhibition, usual class: inhibitors. AID 2451. purified Giardia FBPA. A8B2U2. 290,000 compounds, 0.71% hits; note: potency is the fitted concentration of half-maximal effect; nearly all actives have a fitted effect of over 55% in size
# Target sequence (A8B2U2 whole entry, looked up): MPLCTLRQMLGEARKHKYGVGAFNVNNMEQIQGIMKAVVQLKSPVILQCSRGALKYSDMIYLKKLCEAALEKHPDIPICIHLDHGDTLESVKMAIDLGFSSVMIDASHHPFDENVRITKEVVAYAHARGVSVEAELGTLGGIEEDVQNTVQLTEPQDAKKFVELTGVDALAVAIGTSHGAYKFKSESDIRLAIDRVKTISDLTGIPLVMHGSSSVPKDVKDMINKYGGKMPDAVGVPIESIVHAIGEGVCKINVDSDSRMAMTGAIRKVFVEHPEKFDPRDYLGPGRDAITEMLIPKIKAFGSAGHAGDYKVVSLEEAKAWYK
#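 40 nM FBPA preincubated 10 min at RT with compound (up to 57.5 uM final), then substrate plus GAPDH/TPI/NAD/arsenate coupling and diaphorase/resazurin added. Fluorescence read after 20 min at RT, 525/598 nm.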
# An asterisk follows results filed as active; ? = inconclusive; / = not tested or not shown; & = joins results of further samples; [ ] = another dose, or the depositor's remark. Unless noted, calls come from the whole dose curve; as a rule, active = well fitted curve in the direction sought with a large enough effect; inconclusive = small, poorly fitted or top-dose-only effect, or another doubt; inactive = no such curve, though single readings can be large; an effect the other way counts as inactive or inconclusive. Unless noted, % is set by controls: 0 for no effect and ±100 for the full control effect.
SMILES,AmpC inh no detg,HCMV inh,HCV inhibitor,AmpC detergent,Sm TGR inh,FBPA Giardia inh
COc1ccc(/C=C/C(=O)N(C)C2CCS(=O)(=O)C2)cc1OC (configuration not stated),2%,-18,13%,-3%,?,-2%
COc1cc(/C=N/NC(=O)c2ccc(-c3ccccc3)cc2)cc(OC)c1OC,95%[activator],?,-13%,?,0%,3%
CCCN(CCC)c1nc(C)cc(C(C#N)c2nc3ccccc3o2)n1 (configuration not stated),?,/,5%,-6%,-8%,3%
CCCNC(=O)C1CC(c2ccc(C(F)(F)F)cc2)=NO1 (configuration not stated),-5%,17,-10%,4%,18%,5%
CCOc1ccc(NC(=O)Cn2nc(-c3ccncc3)ccc2=O)cc1,/,4,/,0%,9%,/
CC(C)OC(=O)CC1C(=O)NCCN1C(=O)COc1ccc(C(C)(C)C)cc1 (configuration not stated),110%[activator],-8,21%,-5%,-11%,10%
CCn1c(=O)c2c(nc3n2CCCN3CCc2ccc(OC)c(OC)c2)n(C)c1=O,44%,29,-19%,-7%,-5%,0%
O=C(NCC1OCCc2ccccc21)c1ccco1 (configuration not stated),-3%,-7,10%,0%,32µM*,-22%
Cc1nc(SCC(=O)Nc2ccc(F)cc2)c(C#N)c(C)c1CC(=O)c1ccc(Br)cc1,-10%,-14,13%,1%,2%,10%
O=C(CN1C(=O)NC2(CCCCC2)C1=O)Nc1ccc2c(c1)OCCCO2,-43%,5,5%,-2%,-32%,/
CCOC(=O)Cn1nnc(-c2ccc(S(C)(=O)=O)cc2)n1,-15%,-11,/,?,10%,1%
Cc1c(NC(=O)Cn2nc(C(F)(F)F)c3c2CCCC3)c(=O)n(-c2ccccc2)n1C,10%,21,-9%,2%,3%,15%
Cn1c(=O)c2ccccc2n(CC(=O)NC2CCCC2)c1=O,-13%,-6,0%,?,-10%,2%
Cc1cc(C)cc(NS(=O)(=O)c2ccc3[nH]cc(C(=O)NCc4ccccc4Cl)c(=O)c3c2)c1,/,-12,/,-2%,2%,/
CN1C(=O)N(C)C2(c3ccccc3)N(C(C)(C)C)C(=O)NC12c1ccccc1 (configuration not stated),-21%,-30,9%,?,-8%,0%
CN1CCN(c2cc(=O)n(-c3ccc(Cl)cc3)c(=O)[nH]2)CC1,-3%,-7,7%,?,?,11%
O=c1oc2ccccc2cc1-c1csc(Cc2nc(-c3ccc(Br)cc3)cs2)n1,-36%,-99*,?,-4%,7%,17%
CC(Sc1ncc(C#N)c(N)n1)C(=O)Nc1ccccc1 (configuration not stated),-26%,-18,-3%,1%,-9%,/
COc1ccc(OC)c(C(C)NC(=S)Nc2ccc(S(=O)(=O)Nc3ncccn3)cc2)c1 (configuration not stated),-32%,12,22%,8%,-24%,-12%
O=C(NNC(=O)C1C2CCC(C2)C1C(=O)O)c1cccc(Cl)c1 (configuration not stated),-31%,-36,?,-4%,/,0%
Cc1noc(C)c1CCC(=O)Nc1c(C(C)C)cccc1C(C)C,6%,?,-6%,?,-25%,/
Cc1nn(C)c(C(=O)Nc2cccc(CN3CCOCC3)c2)c1Br,-3%,5,9%,-6%,0%,5%
CCOC(=O)c1c(CSc2ccccc2)n(C)c2ccc(O)cc12,-35%,-13,-20%,-4%,5%,-4%
Cc1ccc(Nc2nnc(SCc3cc(=O)n4ccsc4n3)s2)c(C)c1,1%,-37,-29%,-15%,-14%,-22%
COc1ccc(NC2=NC(C)(CO)CS2)cc1 (configuration not stated),-42%,43,7%,-2%,2%,0%

# Some entries already given with just AmpC detergent.
compound	AmpC detergent
CCn1c(=O)c2c(nc3n2CCCN3CCc2ccc(OC)c(OC)c2)n(C)c1=O	-7%
O=C(NCC1OCCc2ccccc21)c1ccco1 (configuration not stated)	0%
Cc1nc(SCC(=O)Nc2ccc(F)cc2)c(C#N)c(C)c1CC(=O)c1ccc(Br)cc1	1%

# More results.
SMILES,AmpC inh no detg,HCMV inh,HCV inhibitor,AmpC detergent,Sm TGR inh,FBPA Giardia inh
O=C(COC(=O)c1ccc([N+](=O)[O-])o1)NCc1ccc(F)cc1,-18%,-12,?,/,/,/
COCCNC(=O)c1cc(Sc2ccc(F)cc2F)nc2ccccc12,/,-17,/,-3%,-4%,/
CCC(=O)N1CCc2cc(S(=O)(=O)CCC(=O)NCCC3=CCCCC3)ccc21,57%,-10,-5%,5%,30%,2%
COc1cccc(NC(=O)C2c3cc(OC)c(OC)cc3C(=O)N(C)C2c2cccnc2)c1 (configuration not stated),43%[activator],-1,11%,1%,-19%,3%
CCOC(=O)N1CCN(S(=O)(=O)c2ccc(C(=O)Nc3nnc(CC)o3)cc2)CC1,16%,14,21%,-1%,5%,?
O=S(=O)(c1ccccc1C(F)(F)F)N1CCC(n2cnc3ccccc32)CC1,37%,?,-3%,?,0%,2%
CC(C)C(c1nnnn1Cc1ccccc1)N1CCN(Cc2ccc3c(c2)OCO3)CC1 (configuration not stated),24%,-25,?,-7%,0%,7%
CCOc1cccc2sc(N(CCCN(C)C)C(=O)c3ccc(S(=O)(=O)N(C)CC4CCCO4)cc3)nc12 (configuration not stated),217%[activator],/,-15%,?,-13%,/
CC1CCC2C(C1)Nc1c(C(=O)O)cccc1C2(C)C (configuration not stated),-31%,?,1%,4%,/,16%
CC(C)(C)C(=O)Nc1cc2c3c(c1)CC(=O)N3CCC2,-5%,-15,6%,1%,-15%,2%
c1cncc(C2CC(c3cccs3)n3ncnc3N2)c1 (configuration not stated),-15%,-27,8%,-1%,4%,2%
CC(=O)N/C(=C\c1ccccc1)C(=O)OCC(=O)c1c(N)n(CC(C)C)c(=O)n(C)c1=O,4%,-2,0%,-11%,-1%,/
CCOC(=O)C1(CCCc2ccccc2)CCN(Cc2nccn2CC)CC1,139%[activator],?,10µM*,6%,2%,7%
COC(=O)c1ccccc1NC(=S)N(C)C,-12%,59,-5%,6%,-11%,-3%
O=C(Nc1ccn(Cc2ccc(F)cc2)n1)c1ccncc1,-7%,?,?,?,5%,-7%
Cc1n[nH]c(=O)n1-c1ccc(OC(F)(F)F)cc1,-19%,-26,7%,-11%,5%,-3%
O=C(CN1C(=O)CCSc2ccccc21)Nc1ccc2c(c1)OCO2,-3%,-23,-9%,-7%,7%,11%
CCOC(=O)c1cc(C#N)c(SC(C)C(=O)NC2CCCCC2)nc1C (configuration not stated),-1%,-13,-3%,-9%,-8%,/
Cc1ccc(CC(=O)N/N=C/c2ccc3c(c2)OCO3)cc1,-17%,-23,-26%,2%,0%,2%
O=C(CSc1nc2ccccc2[nH]1)N/N=C/c1ccco1,-22%,-19,26%,-1%,-18%,-14%
Cc1cccc(N=Nc2cn[nH]c2-c2ccco2)c1,-30%,14,?,?,1%,0%
CCc1ccc(CNC(=O)CN2C(=O)c3cccnc3Oc3ccc(Cl)cc32)cc1,/,0,/,0%,0%,/
COc1ccc(CCNC(=O)Cn2cccc2C(=O)c2ccccc2)c(OC)c1,4%,-96*,?,?,0%,-1%
CN(c1ccc2nc3ccccc3c(=O)n2n1)C1CCCCC1,-3%,-90*,7%,?,0%,-13%
COc1ccc(N(CC(=O)NCCSCc2cccc(Cl)c2)S(C)(=O)=O)cc1,10%,-14,-14%,-1%,0%,-8%
SMILES,AmpC inh no detg,HCMV inh,HCV inhibitor,AmpC detergent,Sm TGR inh,FBPA Giardia inh
Cc1csc(=O)n1CCC(=O)OCC(=O)NCc1ccc(Cl)cc1Cl,-10%,-6,11%,-16%,-1%,/
COc1cccc2c1OCC(C(=O)OCc1cccnc1)=C2,-7%,?,3%,-5%,-10%,5%
O=S(=O)(NCc1ccc2c(c1)OCO2)c1cccc(F)c1,-27%,14,-24%,-15%,1%,2%
CCc1ccc(/C=N\n2cnnc2)cc1,1%,14,4%,-1%,-5%,5%
CC(=O)c1cnc2sccn2c1=O,-1%,41,8%,?,4%,4%
Cc1cccc(OCC(=O)N(Cc2nnc(-c3ccccc3Cl)o2)C2CC2)c1,18%,-3,-21%,-5%,-2%,/
CCOC(=O)C1=C(C)Nc2ncnn2C1/C=C/c1ccccc1 (configuration not stated),/,81,-24%,-1%,0%,6%
CC(C)Cc1nnc(NC(=O)CCC(=O)NC2CCCCC2)s1,-1%,1,17%,1%,-10%,/
Cc1c(C(=O)N2CCCCCC2)c(S(=O)(=O)Nc2ccc(OC(F)(F)F)cc2)c(C)n1C,/,12,/,25%,0%,/
COc1ccc2cc(CCNS(=O)(=O)c3ccc(NC(C)=O)cc3)c(=O)[nH]c2c1,3%,17,5%,-6%,7%,28%
Cc1cc(/C=N/NS(=O)(=O)c2ccc(F)c(Cl)c2)no1,-31%,35,5%,1%,-16%,4%
CCCC(=O)Nc1ccc2oc(-c3cncc(Br)c3)nc2c1,6%,38,-1%,-7%,7%,0%
O=C1OC2(CCCCC2)OC(=O)C1=CNc1ccc2c(c1)OCO2,-23%,-9,7%,-1%,-15%,-10%
COc1ccc(/C(N)=N/OC(=O)c2cccs2)cc1OC,3%,71,?,-1%,6%,1%
Cn1cc([C@@H]2C[C@H]3CN(C4CCCC4)C(=O)[C@]34CCCN24)c(-c2ccccc2)n1,96%[activator],-23,-1%,-7%,0%,-2%
CC(C)c1ccc(NC(=O)C2CCCN2S(=O)(=O)c2ccccc2F)cc1 (configuration not stated),3%,13,?,-10%,-3%,/
Cc1ccc(CNC(=O)c2ccc3c(O)c(S(=O)(=O)c4ccccc4)c(=O)[nH]c3c2)cc1,/,6,/,14%,5%,/
CCOC(=O)Nc1ccc2c(c1)nc(CN1CCN(C(C)=O)CC1)n2C,-2%,35,19%,?,-4%,-23%
O=C(O)C1=C(C(=O)Nc2ccc(F)c(Cl)c2)CCCC1,?,-3,4%,-5%,-21%,-2%
O=C(CNC(=O)c1cccs1)c1ccc(Br)cc1,82%[activator],31,-19%,-3%,-1%,-1%
Cc1cc(N)n2ncc(-c3cccc(Br)c3)c2n1,-12%,25,?,-10%,3%,-1%
O=C1COc2ccc(-c3csc(NCCc4ccccc4)n3)cc2N1,-54%,15,?,-6%,-3%,-24%
CCN1C(=NCCOC)N[C@@H](c2cccc(F)c2)C(C(=O)OC)=C1C,-10%&-6%,/,16%,-14%&-19%,-35%&-10%,12%&-12%
CCOC(=O)C1(C(F)(F)F)N=C(c2ccccc2F)OC(N(C)C)=N1 (configuration not stated),36%,16,-18%,-6%,0%,6%

# Five of these compounds in another layout.
molecule	AmpC inh no detg	HCMV inh	HCV inhibitor	AmpC detergent	Sm TGR inh	FBPA Giardia inh
CCCC(=O)Nc1ccc2oc(-c3cncc(Br)c3)nc2c1	6%	38	-1%	-7%	7%	0%
O=C1OC2(CCCCC2)OC(=O)C1=CNc1ccc2c(c1)OCO2	-23%	-9	7%	-1%	-15%	-10%
COc1ccc(/C(N)=N/OC(=O)c2cccs2)cc1OC	3%	71	?	-1%	6%	1%
Cn1cc([C@@H]2C[C@H]3CN(C4CCCC4)C(=O)[C@]34CCCN24)c(-c2ccccc2)n1	96%[activator]	-23	-1%	-7%	0%	-2%
CC(C)c1ccc(NC(=O)C2CCCN2S(=O)(=O)c2ccccc2F)cc1 (configuration not stated)	3%	13	?	-10%	-3%	/
